GPR35 antagonists = inhibition of zaprinast-stimulated GPR35 beta-arrestin translocation – imaging, U2OS, beta-arrestin-GFP, zaprinast agonist, primary screen (AID 2058) | U2OS GPR35 beta-arrestin-GFP translocation imaging, zaprinast antagonism; higher % means a stronger effect | one-dose inhibition, % at 10 µM; IC50 in µM for titrated hits | hit rate 0.052% among 290,000;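 active = inhibition of at least 50% with at least 30 cells and total cytoplasm GFP at most 10,000,000; inconclusive = under 30 cells or total GFP of 10,000,000 plus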
RSV antiviral HEp-2 = RSV antiviral activity via CPE protection, HEp-2 cells, primary 10 µM value included (AID 2391) | one-dose CPE inhibition, % at 10 µM; IC50 in µM for titrated hits | HEp-2 cells, RSV-induced CPE inhibition; higher % means a stronger effect | hit rate 0.13% among 310,000; in the data active = a potency from the dose series; inconclusive = CPE inhibition mostly from about 23% at the one dose, without a potency; inactive = the rest, 99 in 100 with CPE inhibition below about 21%; note: strong numbers were not always called active
SV40 large T antigen = SV40 large T antigen inhibitors, biochemical (AID 1903) | SV40 large T antigen ATPase/helicase inhibition assay; higher % means a stronger effect | one-dose inhibition, % at 20 µM; IC50 in µM for titrated hits | hit rate 0.39% among 310,000; in the data active = a potency from the dose series; inconclusive = inhibition mostly from about 32% at the one dose, without a potency; inactive = the rest, 99 in 100 with inhibition below about 32%; note: strong numbers were not always called active
Rac1 GTP hydrolysis = MgcRacGAP GTPase-activating activity inhibitors, confirmation, biochemical, ADP Hunter fluorescence; inhibition, % at 30 µM, or IC50 in µM where a hit was titrated; MgcRacGAP-stimulated Rac1 GTP hydrolysis, ADP Hunter fluorescence; higher % means a stronger effect; GST-tagged Rac1 F28L mutant substrate; hit rate 0.6% among 340,000;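 active = first-screen hits whose inhibition reached a set limit at any dose in the follow-up dose series; inconclusive = inhibition above the set first-screen limit but never retested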;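 note: fluorescence reports GDP produced by GAP-driven GTP hydrolysis; strong numbers were not always called active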
HIV fusion peptide = cell-free HIV fusion peptide-binding blockers – biochemical, uHTS, fluorescence dequenching, primary screen (AID 1986) | cell-free peptide binding, fluorescence dequenching, 30 min; higher % means a stronger effect | inhibition, % at 20 µM, or IC50 in µM where a hit was titrated | hit rate 0.3% among 290,000; in the data active = inhibition mostly above about 52%, no sharp cut-off; inactive = mostly below about 76%; note: some results filed as inactive read as strong as hits
PhoP inhibition = inhibitors of PhoP regulon expression, primary screen, Salmonella Typhimurium, GFP reporter (AID 1863). S. Typhimurium PhoP-regulated promoter GFP reporter, 4 h; higher % means a stronger effect. hit rate 0.16% among 300,000. one-dose inhibition, % at 50 µM; IC50 in µM for titrated hits;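 active = inhibition over 29.93%, a cutoff 3 SD above the screen mean, later confirmed by dose response; inconclusive = inhibition over 29.93% but no dose response follow-up; inactive = inhibition at most 29.93% or unconfirmed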;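 note: 0% = low Mg2+ inducing control and 100% = high Mg2+ repressing control; strong numbers were not always called active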
NS5 inhibitors = flavivirus cap methylation enzyme inhibition – biochemical, confirmation dose response, primary screen (AID 588689) | Dengue-2 NS5 methyltransferase capping enzyme assay, biochemical; higher % means a stronger effect | inhibition, % at 25 µM; hits with a dose series show IC50 in µM | hit rate 0.3% among 340,000; in the data active = a potency from the dose series; inconclusive = inhibition above about 29% without an active follow-up result
UTI89 phage lysis = inhibition of K1F phage lysis, E. coli UTI89, bacterial capsule biogenesis inhibitors, alamar blue (AID 488966) | E. coli UTI89 K1F phage lysis, alamar blue, 2 h; higher % means a stronger effect | inhibition, % at 100 µM; hits with a dose series show IC50 in µM | hit rate 0.02% among 340,000;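 active = phage lysis inhibition, versus mean bacterial control, above a set limit; inconclusive = no clear call, values can overlap the other calls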;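 note: capsule biogenesis inhibitors block K1F phage lysis so surviving cells raise fluorescence; higher fluorescence means more inhibition of phage lysis; actives were called in the ten point dose series up to 300 µM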
GPR55 LPI antagonism = GPR55 antagonists blocking LPI-driven arrestin recruitment, primary screen, imaging, U2OS, beta-arrestin-GFP, LPI agonist (AID 2013). U2OS GPR55 beta-arrestin-GFP translocation imaging, LPI antagonism; higher % means a stronger effect. inhibition, % at 10 µM, or IC50 in µM where a hit was titrated. hit rate 0.13% among 290,000;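 active = spots per cell inhibited over 60%, with over 100 cells counted and total cytoplasm intensity under 500,000; inconclusive = wells with under 100 cells, flagged as likely toxic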;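 note: U2OS cells stably carrying GPR55 and arrestin-GFP stimulated by 5 µM LPI near EC80; imaged beta-arrestin-GFP aggregate spots per cell after agonist stimulation; plate controls were LPI-stimulated DMSO wells for no effect and DMSO wells without LPI for full effect; some results filed as inactive read as strong as hits; confirmed hits need IC50 under 10 µM and bright autofluorescent wells are also inconclusive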
Active calls of the source: *; [ ] = dose if it differs, or a comment.

What do the screens show for `CCOc1ccc2ccccc2c1/C=N/NC(=O)CNC(=O)C(c1ccccc1)c1ccccc1`?
GPR35 antagonists: 0%; RSV antiviral HEp-2: inconclusive; SV40 large T antigen: 10%; Rac1 GTP hydrolysis: 12%; HIV fusion peptide: 1.2%; PhoP inhibition: 14%; NS5 inhibitors: -12%; UTI89 phage lysis: 0.1%; GPR55 LPI antagonism: -1%

Results for CC(=O)Nc1ccc2c(c1)C(=O)N(c1ccc(C)cc1)C2=O ?
GPR35 antagonists: 10%; RSV antiviral HEp-2: 1.7%; SV40 large T antigen: 1%; Rac1 GTP hydrolysis: 4%; HIV fusion peptide: 0.6%; PhoP inhibition: -7%; NS5 inhibitors: -13%; UTI89 phage lysis: 5.0%; GPR55 LPI antagonism: 4%

What do the screens show for `CC(C)N(C(=O)COC(=O)[C@H](C)NC(N)=O)c1ccccc1`?
GPR35 antagonists: 1%; RSV antiviral HEp-2: 0.6%; SV40 large T antigen: 4%; Rac1 GTP hydrolysis: 3%; HIV fusion peptide: -0.3%; PhoP inhibition: 12%; NS5 inhibitors: -7%; UTI89 phage lysis: 0.0%; GPR55 LPI antagonism: 3%

What do the screens show for `Cc1nn(CC(=O)Nc2ccccn2)c(=O)c2ccccc12`?
GPR35 antagonists: -5%; RSV antiviral HEp-2: 0.0%; SV40 large T antigen: 5%; Rac1 GTP hydrolysis: 2%; HIV fusion peptide: 2.5%; PhoP inhibition: 3%; NS5 inhibitors: 2%; UTI89 phage lysis: 2.2%; GPR55 LPI antagonism: 15%

Results for CC1CCCC(NC(=O)CSc2nccn2C)C1C (centres undefined) ?
GPR35 antagonists: 0%; RSV antiviral HEp-2: 1.0%; SV40 large T antigen: 2%; Rac1 GTP hydrolysis: 6%; HIV fusion peptide: -0.1%; PhoP inhibition: -7%; NS5 inhibitors: -5%; UTI89 phage lysis: 2.8%; GPR55 LPI antagonism: 3%

What do the screens show for `O=c1c(Br)c(N2CCCC2)cnn1-c1ccccc1`?
GPR35 antagonists: 13%; RSV antiviral HEp-2: 4.3%; SV40 large T antigen: 25%; Rac1 GTP hydrolysis: 4%; HIV fusion peptide: 2.6%; PhoP inhibition: -11%; NS5 inhibitors: -9%; UTI89 phage lysis: 0.3%; GPR55 LPI antagonism: 5%

What do the screens show for `CSc1nc(=O)n2cc(C)ccc2n1`?
GPR35 antagonists: 6%; RSV antiviral HEp-2: 1.8%; SV40 large T antigen: 6%; Rac1 GTP hydrolysis: 10%; HIV fusion peptide: 1.5%; PhoP inhibition: -6%; NS5 inhibitors: -1%; UTI89 phage lysis: -0.2%; GPR55 LPI antagonism: -2%

How did O=C(CCCSc1nc2ccccc2[nH]1)NCc1ccccc1 do in these assays?
GPR35 antagonists: 0%; RSV antiviral HEp-2: 3.6%; SV40 large T antigen: 4%; Rac1 GTP hydrolysis: 2%; HIV fusion peptide: -1.1%; PhoP inhibition: 5%; NS5 inhibitors: -2%; UTI89 phage lysis: 0.1%; GPR55 LPI antagonism: 8%

Results for CC(C)N1CCN(c2ccc(S(=O)(=O)N3CCOCC3)cn2)CC1 ?
GPR35 antagonists: 4%; RSV antiviral HEp-2: -0.1%; SV40 large T antigen: 8%; Rac1 GTP hydrolysis: 9%; HIV fusion peptide: 1.0%; PhoP inhibition: -2%; NS5 inhibitors: -5%; UTI89 phage lysis: 0.1%; GPR55 LPI antagonism: 9%

How did Cc1ccccc1N1CC(=O)Nc2c(oc3nc(-c4ccccc4)cc(C)c23)C1=O do in these assays?
GPR35 antagonists: 12%; RSV antiviral HEp-2: 6.6%; SV40 large T antigen: 12%; Rac1 GTP hydrolysis: 4%; HIV fusion peptide: 5.5%; PhoP inhibition: -4%; NS5 inhibitors: 4%; UTI89 phage lysis: 1.4%; GPR55 LPI antagonism: 11%

What do the screens show for `CN(C)/C=C/C(=O)c1ccc([N+](=O)[O-])c(CS(=O)(=O)c2ccc(Cl)cc2)c1`?
GPR35 antagonists: 14%; RSV antiviral HEp-2: 3.8%; SV40 large T antigen: 5%; Rac1 GTP hydrolysis: 11%; HIV fusion peptide: -2.3%; PhoP inhibition: 3%; NS5 inhibitors: -5%; UTI89 phage lysis: -0.1%; GPR55 LPI antagonism: -4%

How did Cc1ccc(NC(=O)COC(=O)C2=COCCO2)c([N+](=O)[O-])c1 do in these assays?
GPR35 antagonists: -10%; RSV antiviral HEp-2: 3.8%; SV40 large T antigen: 14%; Rac1 GTP hydrolysis: 7%; HIV fusion peptide: 2.0%; PhoP inhibition: 3%; NS5 inhibitors: 4%; UTI89 phage lysis: 0.2%; GPR55 LPI antagonism: -1%

How did CC(=O)c1c(C)[nH]c(C(=O)Nc2ccc(C)c(S(=O)(=O)Nc3ccc(C)cc3C)c2)c1C do in these assays?
GPR35 antagonists: -15%; RSV antiviral HEp-2: 15%; SV40 large T antigen: 15%; Rac1 GTP hydrolysis: 10%; HIV fusion peptide: 2.9%; PhoP inhibition: 0%; NS5 inhibitors: -7%; UTI89 phage lysis: -0.4%[50 µM]; GPR55 LPI antagonism: 0%

Results for CC(NC(=O)c1cc(-c2ccncc2)nc2ccc(Cl)cc12)C1CCCO1 (centres undefined) ?
GPR35 antagonists: -4%; RSV antiviral HEp-2: 2.2%; SV40 large T antigen: 5%; Rac1 GTP hydrolysis: 7%; HIV fusion peptide: -0.9%; PhoP inhibition: -6%; NS5 inhibitors: 4%; UTI89 phage lysis: 0.1%; GPR55 LPI antagonism: 12%

Results for CCOc1ccc(C2=CSC3=NCCN23)cc1Cl ?
GPR35 antagonists: 9%; RSV antiviral HEp-2: 2.4%; SV40 large T antigen: 25%; Rac1 GTP hydrolysis: 18%; HIV fusion peptide: -0.5%; PhoP inhibition: 3%; UTI89 phage lysis: 0.9%; GPR55 LPI antagonism: -3%

How did CCOc1ccccc1C(=O)NCC(=O)NCC(c1ccco1)N1CCCCC1 (centres undefined) do in these assays?
RSV antiviral HEp-2: -0.9%; SV40 large T antigen: 4%; Rac1 GTP hydrolysis: 1%; PhoP inhibition: 2%; NS5 inhibitors: -6%; UTI89 phage lysis: 0.6%[50 µM]

Results for COc1ccc2c(c1)C1OCCC1C(c1ccco1)N2 (centres undefined) ?
RSV antiviral HEp-2: 1.4%; SV40 large T antigen: 9%; Rac1 GTP hydrolysis: -11%; NS5 inhibitors: 15%; UTI89 phage lysis: -0.3%

What do the screens show for `CC(=O)Nc1cccc(CP(=O)(c2ccccc2)c2ccccc2)c1`?
GPR35 antagonists: -1%; RSV antiviral HEp-2: 1.8%; SV40 large T antigen: 8%; Rac1 GTP hydrolysis: 5%; HIV fusion peptide: 1.0%; PhoP inhibition: -4%; NS5 inhibitors: -8%; UTI89 phage lysis: 0.3%; GPR55 LPI antagonism: -3%

What do the screens show for `O=C(CC1SC(=O)N(Cc2ccc(Cl)cc2)C1=O)Nc1nccs1` (centres undefined)?
GPR35 antagonists: -4%; RSV antiviral HEp-2: 8.5%; SV40 large T antigen: -4%; Rac1 GTP hydrolysis: 4%; HIV fusion peptide: 3.6%; PhoP inhibition: -13%; NS5 inhibitors: -2%; UTI89 phage lysis: 0.5%; GPR55 LPI antagonism: 7%

What do the screens show for `Cc1cccc(Oc2ncnc3oc(-c4ccccc4)cc23)c1C`?
GPR35 antagonists: -12%; RSV antiviral HEp-2: 9.1%; SV40 large T antigen: 1%; Rac1 GTP hydrolysis: 3%; HIV fusion peptide: 2.8%; PhoP inhibition: 5%; NS5 inhibitors: -6%; UTI89 phage lysis: 0.3%; GPR55 LPI antagonism: 15%

What do the screens show for `Cc1ccc(S(=O)(=O)N2CCC(NC(=O)C3CCCCC3)CC2)cc1`?
GPR35 antagonists: 4%; RSV antiviral HEp-2: 0.6%; SV40 large T antigen: 7%; Rac1 GTP hydrolysis: -15%; HIV fusion peptide: -0.4%; PhoP inhibition: 1%; NS5 inhibitors: -2%; UTI89 phage lysis: -0.2%; GPR55 LPI antagonism: -1%

What do the screens show for `S=C(Nc1cc(Cl)cc(Cl)c1)N1CCCC1`?
GPR35 antagonists: -6%; RSV antiviral HEp-2: 1.7%; SV40 large T antigen: 1%; Rac1 GTP hydrolysis: 4%; HIV fusion peptide: 0.0%; PhoP inhibition: 0%; NS5 inhibitors: 1%; UTI89 phage lysis: 1.6%[50 µM]; GPR55 LPI antagonism: 1%

What do the screens show for `C=CCOC(=O)c1cc(-c2ccc(/C=C3\C(=O)NC(=O)C(C#N)=C3C)o2)ccc1Cl`?
GPR35 antagonists: 4%; SV40 large T antigen: inconclusive; Rac1 GTP hydrolysis: 229µM*; HIV fusion peptide: -2.1%; PhoP inhibition: -10%; NS5 inhibitors: 24%; UTI89 phage lysis: -1.9%; GPR55 LPI antagonism: 18%

How did Clc1ncc(Cn2cccn2)s1 do in these assays?
GPR35 antagonists: -3%; RSV antiviral HEp-2: 1.4%; SV40 large T antigen: 24%; Rac1 GTP hydrolysis: -2%; HIV fusion peptide: -0.3%; PhoP inhibition: -9%; NS5 inhibitors: -13%; UTI89 phage lysis: -0.5%; GPR55 LPI antagonism: 8%

How did CCOc1ccc(/C=N/NC2=NCCCCC2)cc1 do in these assays?
GPR35 antagonists: -7%; RSV antiviral HEp-2: 0.5%; SV40 large T antigen: 12%; Rac1 GTP hydrolysis: 9%; HIV fusion peptide: 0.2%; PhoP inhibition: 7%; NS5 inhibitors: -5%; UTI89 phage lysis: -0.7%; GPR55 LPI antagonism: 12%

How did CSc1ncccc1C(=O)OCC(=O)c1ccc2c(c1)NC(=O)CO2 do in these assays?
GPR35 antagonists: 10%; RSV antiviral HEp-2: -2.0%; SV40 large T antigen: 9%; Rac1 GTP hydrolysis: 1%; HIV fusion peptide: -1.1%; PhoP inhibition: -2%; NS5 inhibitors: -10%; UTI89 phage lysis: 0.3%; GPR55 LPI antagonism: 11%

What do the screens show for `O=C(NCC1CCCO1)c1ccccc1OCc1ccc(Cl)cc1` (centres undefined)?
RSV antiviral HEp-2: 9.8%; SV40 large T antigen: 15%; Rac1 GTP hydrolysis: 6%; PhoP inhibition: 0%; NS5 inhibitors: -7%; UTI89 phage lysis: -1.4%

How did CCOc1ccc(-n2c(C)c(C(=O)OC)c3cc(O)ccc32)cc1 do in these assays?
GPR35 antagonists: -5%; RSV antiviral HEp-2: 2.4%; SV40 large T antigen: 11%; Rac1 GTP hydrolysis: 6%; HIV fusion peptide: -1.4%; NS5 inhibitors: -6%; UTI89 phage lysis: 2.3%; GPR55 LPI antagonism: 17%

Assay outcomes from PubChem BioAssay.
